# High-throughput results (PubChem BioAssay)
# C2C12 statin = suppressors of statin myotoxicity in C2C12 myotubes, primary screen, cell-based, single point, plate reader | rescue of ATP level, % at 7.49 µM | C2C12 myotubes + simvastatin, ATP luminescence, 48 h; scaled: DMSO 0, geranylgeraniol control 100 | 0.78% of 330,000 active;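 active = mean ATP rescue above about 67%, or every replicate alone reaching that limit, limit read from the data, passing the limit was not always enough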;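 note: myotubes were challenged with 10 µM simvastatin during compound exposure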
# esBAF inh = Bmi1 luciferase reporter increase in mESCs, primary screen, esBAF inhibitor project, mouse ES cells, Bmi1 luciferase knock-in, single point; 24 h; 100% = twice the neutral-well signal; reporter increase, % at 12.5 µM; 2% of 350,000 active; AID 602393, 2012; in the data active = activation above about 40%;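 note: 0% = median of the plate's neutral control wells and 100% = double that signal; a rise in the Bmi1 reporter signal indicates esBAF inhibition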
# ARNT-TACC3 inh = disruptors of ARNT/TACC3 protein interaction, primary screen, biochemical, AlphaScreen, single concentration; 0.66% of 390,000 active; AlphaScreen His-ARNT PAS-B/GST-TACC3 binding, luminescence; TACC3 fragment carries E629A point mutation; inhibition, % at 9.99 µM; Transforming acidic coiled-coil-containing protein 3 (Homo sapiens), Q9Y6A5;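 active = mean inhibition of replicates at least 50% and at least half of replicates each reaching 50%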;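 note: 0% = complete ARNT plus TACC3 wells and 100% = ARNT alone without TACC3; many hits fall short of the cut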
# miR122 inh = miR-122 Renilla sensor signal increase in Huh7, primary screen, miR-122 inhibitor project, cell-based, single point, plate reader; Huh7 miR-122 Renilla luciferase sensor, 48 h; neutral wells = 0, positive control = 100; activation (reporter increase), % at 12.5 µM; 0.3% of 340,000 active; AID 602342, 2012;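 active = mean replicate activation score at least 90 and every replicate individually at or above 90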;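 note: higher luciferase means less miR-122 activity so hits act as miR-122 inhibitors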
# SIRT5 inh = SIRT5 desuccinylase inhibitors, primary screen, biochemical, fluorescence imaging, single point, set 5 | NAD-dependent protein deacylase sirtuin-5, mitochondrial (Homo sapiens), Q9NXA8 | Purified SirT5, succinyl-peptide AMC, trypsin-coupled fluorescence | inhibition, % at 15 µM | 1.1% of 330,000 active | AID 652115, 2013; in the data active = inhibition above about 15%
# Target sequence (Q9NXA8 whole entry, looked up): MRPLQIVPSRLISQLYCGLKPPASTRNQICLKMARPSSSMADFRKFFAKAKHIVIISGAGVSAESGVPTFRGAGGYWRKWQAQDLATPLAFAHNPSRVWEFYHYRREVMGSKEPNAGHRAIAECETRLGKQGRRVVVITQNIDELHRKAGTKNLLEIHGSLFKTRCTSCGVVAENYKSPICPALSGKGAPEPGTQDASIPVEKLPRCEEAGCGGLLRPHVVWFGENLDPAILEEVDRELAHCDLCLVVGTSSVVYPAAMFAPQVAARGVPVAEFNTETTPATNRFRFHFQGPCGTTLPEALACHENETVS
# ERp5 inh = inhibitors of ERp5-driven insulin aggregation, primary screen, biochemical, turbidity, absorbance 650 nm, single point | Protein disulfide-isomerase A6 (Homo sapiens), Q15084 | 0.05% of 350,000 active | AID 651711, 2012 | 90 min | inhibition, % at 9.99 µM;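 active = mean replicate inhibition above about 25%, with every replicate also reaching it, limit read from the data, passing the limit was not always enough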
# Target sequence (Q15084 whole entry, looked up): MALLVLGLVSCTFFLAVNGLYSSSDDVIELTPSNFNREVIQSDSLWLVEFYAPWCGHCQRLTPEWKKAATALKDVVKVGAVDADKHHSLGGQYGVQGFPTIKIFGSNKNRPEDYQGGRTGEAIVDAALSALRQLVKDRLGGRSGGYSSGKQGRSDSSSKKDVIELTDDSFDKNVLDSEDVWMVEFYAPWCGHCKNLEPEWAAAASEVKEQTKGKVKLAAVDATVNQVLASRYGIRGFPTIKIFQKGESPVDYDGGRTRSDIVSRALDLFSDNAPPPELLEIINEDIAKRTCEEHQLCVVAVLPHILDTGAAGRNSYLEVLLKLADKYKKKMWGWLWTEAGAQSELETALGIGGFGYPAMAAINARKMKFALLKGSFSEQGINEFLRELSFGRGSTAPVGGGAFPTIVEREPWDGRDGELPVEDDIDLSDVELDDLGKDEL
# Cneo AK release = Cryptococcus neoformans cell lysis inducers, primary screen, AK release luminescence, single concentration; C. neoformans lysis, adenylate kinase release luminescence, 4 h; normalised: neutral wells 0, clomiphene wells 100; lysis activity, % at 15 µM; 0.2% of 360,000 active;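 active = mean lysis activity across replicates of at least 80%, whatever share of replicates individually reach that level; inactive = mean lysis activity below 80%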
#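 Material – Cryptococcus neoformans yeast cells · Quantity – 5 × 10^6 yeast cells/mL · Buffer or medium – YPD medium · Compound – single dose · Timing – 4 h static compound exposure, 37 °C, read 1 h post-reagent · Signal – adenylate kinase release luminescence · Read-out basis – lysis from increased AK signal · Benchmarks – Clomiphene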
# An asterisk follows results filed as active; nt = not tested or not shown; & = joins results of further samples; [ ] = another dose, or the depositor's remark.
# Keys: A = C2C12 statin; B = esBAF inh; C = ARNT-TACC3 inh; D = miR122 inh; E = SIRT5 inh; F = ERp5 inh; G = Cneo AK release
CCOC(=O)COc1cccc2c(=O)n(CC(=O)NCc3ccc4c(c3)OCO4)ccc12
  A: -2	B: -3	C: -1	D: 4	E: 0	F: -1	G: 0
CC(NC(=O)CN(C)S(=O)(=O)c1ccc(F)cc1)C1CC2CCC1C2 (configuration not stated)
  A: 2	B: 2	C: nt	D: -2	E: -1	F: 1	G: 0
CCN1CCN(c2cc(C)c3cc(NC(=O)c4cccc(OC)c4)ccc3n2)CC1
  A: 1	B: 13	C: 6	D: 0	E: 0	F: -2	G: -1
CCN(CC)CCCNC(=O)C(C)n1c2ccccc2c2nc(=O)cc(C)n21 (configuration not stated)
  A: -23	B: -2	C: 4	D: -15	E: 2	F: -3	G: 9
COCC(=O)N1[C@@H]2c3ccc(-c4ccncc4)c(=O)n3C[C@@H]2[C@@H](CO)[C@@H]1C(=O)Nc1ccccc1
  A: -2	B: -3	C: 5	D: -2[16.7 µM]	E: -46	F: 1	G: 2
N#Cc1ccccc1S(=O)(=O)N1CCN(C(=O)CN2C(=O)NC3(CCCC3)C2=O)CC1
  A: -1	B: 1	C: -3	D: nt	E: -2	F: -8	G: -2
Cc1ccc(S(=O)(=O)N(C)C[C@H]2Oc3ccc(NS(=O)(=O)c4ccc(F)cc4)cc3C(=O)N([C@H](C)CO)C[C@@H]2C)cc1
  A: -38	B: -3	C: 0	D: -3[16.7 µM]	E: nt	F: nt	G: 0
CC(C)c1ccccc1NC(=O)c1ccco1
  A: 21	B: 12	C: 4	D: 2	E: -17	F: 1	G: -3
CCCCCCNCc1ccc(Br)cc1
  A: 16	B: -1	C: -4	D: nt	E: -8	F: -2	G: -1
COc1ccc(NC(=S)Nn2cnnc2)c(OC)c1
  A: -7	B: 5	C: 1	D: 3	E: 0	F: 8	G: 5
CC(C)(C)c1ccccc1NC(=O)c1cccnc1
  A: -41	B: 5	C: -4	D: -3	E: 7	F: -5	G: nt
CCC(C)NC(=O)C(Cc1ccccc1)n1cccc1 (configuration not stated)
  A: -2	B: 2	C: -1	D: -2	E: -2	F: -3	G: 3
CC(CCc1ccccc1)NC(=O)CN1C(=O)NC2(CCCCC2)C1=O (configuration not stated)
  A: nt	B: nt	C: -11	D: nt	E: 2	F: 4	G: nt
CCC1Oc2ccccc2N(Cc2ccccc2C)C1=O (configuration not stated)
  A: 21	B: -10	C: 2	D: -7	E: nt	F: nt	G: -8
C[C@H]1CN([C@@H](C)CO)C(=O)c2cc(Br)cnc2O[C@@H]1CN(C)CC1CCCC1
  A: -15	B: -10	C: -3	D: 5[16.7 µM]	E: 3	F: -4	G: -6
COc1ccc(CC(=O)NCc2ccc(-n3cccc3)cc2)cc1OC
  A: -25	B: 0	C: -3	D: 51	E: -2	F: 4	G: -1
Cc1noc(C)c1NC(=O)N(C)C[C@@H]1Oc2ccc(NC(=O)c3ccncc3)cc2C(=O)N([C@@H](C)CO)C[C@@H]1C
  A: -18	B: -6	C: 0	D: -2[16.7 µM]	E: 11	F: -5	G: 5
Cc1ccc(Cc2c[nH]c(=S)s2)cc1
  A: nt	B: nt	C: -1	D: nt	E: 3	F: 0	G: nt
CCOc1ccc(NC(=O)COc2ccccc2)c([N+](=O)[O-])c1
  A: 16	B: 62*	C: -4	D: -3	E: -2	F: -1	G: nt
CNC(=O)C[C@H]1CC[C@H]2[C@@H](COc3ccc(NC(=O)Nc4cccc(Cl)c4)cc3C(=O)N2C)O1
  A: 29	B: -7	C: 16	D: -6[16.7 µM]	E: -3	F: 2	G: 2
Fc1cccc(Cc2noc(CN3CCN(c4cnccn4)CC3)n2)c1
  A: nt	B: -6	C: -7	D: nt	E: 2	F: 3	G: -3
COc1ccc(OC)c(NC(=O)C2CCN(S(=O)(=O)c3c(C)noc3C)CC2)c1
  A: 6	B: -6	C: -4	D: -1	E: nt	F: nt	G: 1
COCCNC(=O)C[C@@H]1C[C@@H]2c3cc(N(C)C)ccc3O[C@@H]2[C@H](CO)O1
  A: 3	B: 0	C: nt	D: -4[16.7 µM]	E: -3	F: -2	G: -2
Cc1ccc(S(=O)(=O)N(C)C[C@H]2OCc3cnnn3CCCC(=O)N([C@H](C)CO)C[C@H]2C)cc1
  A: -8&7&-8	B: -1&0&3	C: 3&-1	D: -1	E: -3&-31&-4	F: 1&0&-6	G: -1&37&5
COc1ccc(CN2C[C@H](O)COC[C@@H]3O[C@H](CC(=O)NCc4ccncn4)CC[C@H]32)cc1
  A: 0	B: -4	C: 6	D: 1[16.7 µM]	E: 4	F: 2&-9	G: 5
COc1ccc(/C=C2/C(=O)C(C)(C(C)C)CCC2C)cc1 (configuration not stated)
  A: 11	B: -4	C: 4	D: 17	E: -7	F: 4	G: 0
O=C(C[C@H]1C[C@H](C(=O)N2CCOCC2)[C@@]2(CCC3CCCC3)c3[nH]c4cc(-c5ccco5)ccc4c3CCN2C1=O)NCc1ccco1
  A: 7	B: 2	C: 3	D: 11	E: 28*	F: 10	G: 1
O=C(NCc1ccccc1)c1ccccc1C(=O)c1ncc[nH]1
  A: nt	B: nt	C: -3	D: nt	E: -4	F: 1	G: nt
C[C@H]1CN([C@@H](C)CO)S(=O)(=O)c2ccc(C#CC3CCCC3)cc2O[C@H]1CN(C)C(=O)Cc1ccncc1
  A: 64	B: 10	C: 8	D: 5[16.7 µM]	E: 0	F: -6	G: 5
O=C(Cc1ccccc1)N1CCCC1c1ccccc1 (configuration not stated)
  A: 6	B: -7	C: 0	D: -7	E: nt	F: nt	G: 0

# Brought forward from above: 3 entries; new compounds follow.
# Keys: A = C2C12 statin; B = esBAF inh; C = ARNT-TACC3 inh; D = miR122 inh; E = SIRT5 inh; F = ERp5 inh; G = Cneo AK release
O=C(NCc1ccccc1)c1ccccc1C(=O)c1ncc[nH]1
  A: nt	B: nt	C: -3	D: nt	E: -4	F: 1	G: nt
C[C@H]1CN([C@@H](C)CO)S(=O)(=O)c2ccc(C#CC3CCCC3)cc2O[C@H]1CN(C)C(=O)Cc1ccncc1
  A: 64	B: 10	C: 8	D: 5[16.7 µM]	E: 0	F: -6	G: 5
O=C(Cc1ccccc1)N1CCCC1c1ccccc1 (configuration not stated)
  A: 6	B: -7	C: 0	D: -7	E: nt	F: nt	G: 0
Cn1ccnc1CC(O)(c1ccccc1)c1ccccc1
  A: -3	B: 1	C: -2	D: 0	E: -3	F: 1	G: 1
S=C(Nc1cccnc1)N1CCc2ccccc21
  A: 2	B: 4	C: 1	D: 18	E: -4	F: 5	G: -2
CN1CCN(C(=O)C[C@@H]2CC[C@@H]3[C@H](COC[C@@H](O)CN3C(=O)C3CCCC3)O2)CC1
  A: 7	B: 0	C: -2	D: 5[16.7 µM]	E: 3	F: -5	G: -5
CC1C(=O)N2CCCc3cc(NC(=O)CC(C)(C)C)cc1c32 (configuration not stated)
  A: -19	B: -8	C: -1	D: 1	E: 1	F: -11	G: 0
N#Cc1ccsc1NC(=O)CSc1ncn[nH]1
  A: 6	B: 10	C: -2	D: -2	E: nt	F: nt	G: -1
CC(=O)N1CCN=C1SCc1cccc(C)c1
  A: -1	B: -1	C: -3	D: -6	E: -4	F: 6	G: 0
CN(C)c1cc(=O)n2c(n1)SCCC2
  A: 25	B: 0	C: -3	D: 1	E: nt	F: nt	G: -1
CO[C@H]1CN(C)C(=O)c2ccc(NC(=O)C3CC3)cc2OC[C@@H](C)N(CCC(F)(F)F)C[C@@H]1C
  A: -11	B: -1	C: -9	D: -1[16.7 µM]	E: 7	F: -3	G: -2
COc1cc(OC)cc(C(=O)NCC(=O)NCCN2C(=O)S/C(=C\c3ccccc3Cl)C2=O)c1
  A: -5	B: 8	C: -10	D: 16	E: 3	F: -9	G: 0
CC(=O)Oc1ccc(Cn2c(C)c(C(=O)NCc3ccc(C#N)cc3)sc2=O)cc1
  A: -8	B: 3	C: nt	D: nt	E: nt	F: -1	G: -1
C[C@@H]1CN([C@@H](C)CO)C(=O)c2cc(C3=CCCC3)cnc2O[C@@H]1CN(C)Cc1ccccn1
  A: 32	B: -2	C: 0	D: 1[16.7 µM]	E: -3	F: -3	G: -3
COc1cc2c(cc1OC)C(c1cc(OC)c(OC)c(OC)c1)NCC2 (configuration not stated)
  A: 113*	B: 4&0	C: 0&-28	D: -3	E: nt	F: nt	G: -4&-2
CCOc1ccccc1NC(=O)COn1nnc2ccccc21
  A: 14	B: 25	C: -9	D: 1	E: nt	F: nt	G: 2
COc1ccc(-c2oc(NC(=O)c3ccc(C)cc3)c(C#N)c2-c2ccc(OC)cc2)cc1
  A: 23	B: 31	C: -5	D: -2	E: nt	F: nt	G: -2
Cc1ccccc1NC(=O)Nc1ccc2c(c1)C(=O)N(C)[C@H]1CC[C@@H](CC(=O)O)O[C@@H]1CO2
  A: -20	B: -5	C: -4	D: -21[16.7 µM]	E: nt	F: nt	G: 1
Cc1ccc(SCC(=O)N2CCOCC2)cc1
  A: -17	B: 13	C: -1	D: 0	E: nt	F: nt	G: 1
O=C(CCl)NN1C(=O)NC2(CCCCC2)C1=O
  A: nt	B: nt	C: -8	D: nt	E: -3	F: 6	G: nt
O=C(Cn1nnnc1CN1CCOCC1)N1CCC(c2cccc(Cl)c2)C1 (configuration not stated)
  A: 2	B: 0	C: nt	D: nt	E: -6	F: 3	G: 2
O=C(O)CC(c1ccccc1)n1cccc1 (configuration not stated)
  A: 115*	B: -7	C: 4	D: 4	E: nt	F: nt	G: -1
CCCSc1nc(C)cc(C)c1S(C)(=O)=O
  A: nt	B: nt	C: -4	D: nt	E: -2	F: 2	G: nt

# Sorted by value in ERp5 inh (largest number first): 3 of the compounds above.
structure | ERp5 inh
O=C(Cn1nnnc1CN1CCOCC1)N1CCC(c2cccc(Cl)c2)C1 (configuration not stated) | 3
CCCSc1nc(C)cc(C)c1S(C)(=O)=O | 2
C[C@@H]1CN([C@@H](C)CO)C(=O)c2cc(C3=CCCC3)cnc2O[C@@H]1CN(C)Cc1ccccn1 | -3

# Further results
# Keys: A = C2C12 statin; B = esBAF inh; C = ARNT-TACC3 inh; D = miR122 inh; E = SIRT5 inh; F = ERp5 inh; G = Cneo AK release
CC(CNC(=O)c1cncc(O)c1)NC(=O)c1cncc(O)c1 (configuration not stated)
  A: -5	B: -9	C: -1	D: -10	E: nt	F: nt	G: 7
C[C@H](CO)N1C[C@H](C)[C@@H](CN(C)S(=O)(=O)c2ccccc2)Oc2ccc(NS(=O)(=O)c3ccc(F)cc3)cc2CC1=O
  A: 42	B: 7	C: 6	D: -3[16.7 µM]	E: 0	F: -7	G: -1
CC(=O)Nc1ccc(S(=O)(=O)NCCC(=O)NNC(=O)c2ccncc2)cc1
  A: 7	B: -5	C: 11	D: nt	E: 0	F: -2	G: nt
CC(=O)NC1=C(C#N)C(c2ccccc2)c2c(ccc3ccccc23)O1 (configuration not stated)
  A: 31	B: 6	C: -3	D: 7	E: nt	F: nt	G: 0
Cc1ccc2c(CC(=O)NCC(=O)Nc3c(C)cccc3C)coc2c1
  A: nt	B: nt	C: -1	D: -10	E: -2	F: 0	G: nt
COc1ccc(C(C)(C)C)cc1NC(=O)c1[nH]c(C)c(C(C)=O)c1C
  A: -12	B: 1	C: 4	D: 5	E: 0	F: -6	G: -2
COc1cccc(NC(=O)CSc2nnc(C3CCCCC3)n2N)c1
  A: 7	B: 5	C: 0	D: -2	E: -5	F: -2	G: 3
CCOC(=O)N1CCN(C(=O)CN(c2ccccc2)S(C)(=O)=O)CC1
  A: nt	B: nt	C: 4	D: nt	E: -1	F: -1	G: nt
O=C(NCC(F)(F)F)[C@@H]1[C@@H](CO)[C@@H]2Cn3c(ccc(-c4cccnc4)c3=O)[C@H]1N2Cc1ccccc1
  A: -4	B: 3	C: 4	D: nt	E: -4	F: 1	G: -1
